NCF1 inh: p47phox/p22phox peptide binding inhibitors, primary screen, biochemical, uHTS, NADPH oxidase regulatory subunit; 220,000 tested, 0.53% active; Neutrophil cytosol factor 1 (Homo sapiens), P14598; AID 1274, 2008; inhibition, % at 24.7 µM; fluorescence polarization, 2 h;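 note: 0% = p47phox with labelled peptide and 100% = labelled peptide alone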
Rad51 HR inh: human RAD51 strand exchange inhibitors, primary screen, biochemical, fluorescence; DNA repair protein RAD51 homolog 1 (Homo sapiens), Q06609; 200,000 tested, 0.085% active; hRad51 DNA strand exchange, fluorescence dequenching; AID 1385, 2008; inhibition, % at 10 µM;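 active = inhibition above 40% at the single screening dose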;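 note: 0% = DMSO control wells and 100% = blanks with heterologous ssDNA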
Target sequence (Q06609 whole entry, looked up): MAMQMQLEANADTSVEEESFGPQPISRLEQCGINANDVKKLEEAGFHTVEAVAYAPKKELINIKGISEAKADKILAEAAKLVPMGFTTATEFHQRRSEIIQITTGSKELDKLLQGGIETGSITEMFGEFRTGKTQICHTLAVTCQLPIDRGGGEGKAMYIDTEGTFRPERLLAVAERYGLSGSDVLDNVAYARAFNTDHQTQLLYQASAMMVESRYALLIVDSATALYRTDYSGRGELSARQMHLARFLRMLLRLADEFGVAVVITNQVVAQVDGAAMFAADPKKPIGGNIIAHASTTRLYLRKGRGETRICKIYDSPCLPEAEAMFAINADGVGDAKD
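Test system: preformed human Rad51 ssDNA filaments; also added: Donor/quencher-labelled 47-bp dsDNA substrate; doses: 10 µM final, single point; times: 37 °C 15-min filament assembly, 30-min compound preincubation, 15-min exchange; detection: FRET fluorescence dequenching, excitation 485 nm, emission 520 nm; read-out basis: Fluorescence-based percent inhibition, control- and blank-normalised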
hK5 inh: human KLK5 protease inhibitors, primary screen, biochemical, 1536-well | Kallikrein-5 (Homo sapiens), Q9Y337 | recombinant hK5, fluorogenic AMC substrate cleavage | inhibition, % at 5 µM | 210,000 tested, 0.59% active | AID 873, 2007;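 active = inhibition of 40% or more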;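 note: 0% = enzyme controls without compound and 100% = no-enzyme blanks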
Target sequence (Q9Y337 67-293 limits assumed): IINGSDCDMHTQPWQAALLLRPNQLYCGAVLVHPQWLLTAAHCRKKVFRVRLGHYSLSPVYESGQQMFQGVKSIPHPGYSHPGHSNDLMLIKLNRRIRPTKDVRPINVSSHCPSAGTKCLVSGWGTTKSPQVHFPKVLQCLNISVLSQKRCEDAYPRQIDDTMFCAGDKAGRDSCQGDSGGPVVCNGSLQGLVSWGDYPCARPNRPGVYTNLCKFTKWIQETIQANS
EBV gp42 block: Epstein-Barr virus gp42 inhibitors, primary screen, biochemical, uHTS, fluorescence polarization. Fluorescence polarization binding assay, mP read-out. inhibition, % (tested at 21.74 µM). 220,000 tested, 0.42% active; in the data active = inhibition above about 50%
Target sequence (Q1HVG2 whole entry, looked up): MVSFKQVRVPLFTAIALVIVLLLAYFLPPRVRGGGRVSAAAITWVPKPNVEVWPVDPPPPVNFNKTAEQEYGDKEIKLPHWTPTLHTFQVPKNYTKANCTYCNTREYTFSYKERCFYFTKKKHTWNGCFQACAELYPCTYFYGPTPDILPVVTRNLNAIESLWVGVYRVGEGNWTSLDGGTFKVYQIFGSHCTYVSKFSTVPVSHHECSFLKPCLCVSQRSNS
Cl transport mod: KCC2 cotransporter modulators, thallium flux, primary screen, cell-based, HEK293 KCC2, FluoZin-2 fluorescence, MLSMR; Solute carrier family 12 member 5 (Homo sapiens), Q9H2X9; KCC2 cells, thallium flux FluoZin-2 fluorescence; B-score of Tl+ flux slope (higher = more flux/activation; lower = inhibition) at 10 µM; 190,000 tested, 2.2% active;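 active = thallium flux slope and its plate-corrected score both differing from the plate sample mean at a set confidence after two filtering rounds, in either direction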;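 note: slope of fluorescence scaled to starting intensity during 10 to 20 s after thallium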
Furin inhibitor: human furin inhibitors, primary screen, biochemical, fluorescence intensity. P09958. purified furin, fluorogenic substrate cleavage. inhibition, % at 30 µM. 220,000 tested, 0.061% active; in the data active = inhibition above about 25%; note: inactives centre near -15
14-3-3 Bad PPI: inhibitors of 14-3-3 zeta/Bad binding, primary screen, biochemical, TR-FRET, bovine 14-3-3 zeta. 14-3-3 protein zeta/delta (Bos taurus), P63103. TR-FRET 14-3-3zeta/Dy647-pBad peptide displacement, 1 h. inhibition, % at 21.7 µM. 220,000 tested, 0.71% active;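 active = inhibition above about 70%, limit read from the data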;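 note: 0% = full 14-3-3 plus peptide FRET controls and 100% = background without 14-3-3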
Target sequence (P63103 whole entry, looked up): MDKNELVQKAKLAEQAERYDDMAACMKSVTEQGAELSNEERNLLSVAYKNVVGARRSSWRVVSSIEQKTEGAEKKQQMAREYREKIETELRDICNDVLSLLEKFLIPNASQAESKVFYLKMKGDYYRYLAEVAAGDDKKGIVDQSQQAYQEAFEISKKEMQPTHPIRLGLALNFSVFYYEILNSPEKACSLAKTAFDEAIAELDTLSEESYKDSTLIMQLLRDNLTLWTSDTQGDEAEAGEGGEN
Thrombin inh: human alpha-thrombin inhibitors, primary screen, counter-screen for coagulation protease inhibitor project, biochemical, 1536-well, fluorogenic AMC substrate | Boc-VPR-AMC fluorogenic substrate cleavage | inhibition, % at 5 µM | 220,000 tested, 0.26% active;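 active = inhibition at or above 40%; inactive = inhibition below 40%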;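 note: 0% = enzyme with no compound and 100% = wells without enzyme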
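Material: Human alpha-thrombin protein | Buffer or medium: pH 7.5 Tris-saline with Tween 20 | Reagent: Boc-VPR-AMC substrate, 15 µM final | Schedule: Reaction at ambient temperature | Detection: AMC fluorescence at 355 nm excitation and 460 nm emission | Evaluation: Percent inhibition scaled between no-compound controls and no-enzyme blanks | Controls: no-compound enzyme wells and no-enzyme blanks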
eIF4E-4G inh: eIF4E–eIF4G protein interaction inhibitors, primary screen, biochemical, uHTS, TR-FRET, eIF4GI fragment | TR-FRET eIF4E-eIF4GI(517-606) binding, 2 h | AID 782, 2007 | Eukaryotic translation initiation factor 4E (Mus musculus) + Eukaryotic translation … | inhibition, % at 21.7 µM | 220,000 tested, 0.37% active;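 note: 0% = full FRET control wells and 100% = background wells lacking eIF4GI fragment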
The depositor's hits bear a star; x = not tested or not shown; [ ] = another dose, or the depositor's remark.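 Rule for the calls, unless noted: active = inhibition above about 30% (limit read from the data); inactive = the rest.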

structure | NCF1 inh | Rad51 HR inh | hK5 inh | EBV gp42 block | Cl transport mod | Furin inhibitor | 14-3-3 Bad PPI | Thrombin inh | eIF4E-4G inh
CCCN(CC1CC1)C(=S)Nc1ccc(C(C)=O)cc1 | -1 | -6 | -2 | -5 | 0.12 | -16 | -11 | -1 | 1
Cc1ccccc1Cn1cccc1/C=C1/C(=N)N2C=CSC2=NC1=O | -73 | -16 | 19 | 6 | 0.86 | -9[20 µM] | -7 | -6 | -1
O=C(Nc1cccc2[nH]ncc12)c1ccc(F)cc1 | -9 | 3 | 1 | -11 | 0.13 | -10 | -6 | -7 | -8
COCCN1CC(=O)N(c2cccc(C)c2C)C(c2ccc(Cl)cc2)C1=O (centres undefined) | -10 | 10 | 0 | -19 | -0.048 | -17 | -3 | -3 | -7
CCOc1cc(/C=N/Nc2nc(-c3cccc(S(=O)(=O)N4CCCC4)c3)cs2)ccc1O | -6 | 6 | -12 | -1 | 1.1 | -20 | -2 | 1 | 3
CCC(SC1=N/C(=C/c2ccccc2OC)C(=O)N1c1ccccc1)C(=O)Nc1cc(C)on1 (centres undefined) | 7 | -1 | 3 | -15 | 0.81 | -7[20 µM] | -2 | 1 | 9
COc1ccccc1NC(=O)C1=C(C)Nc2nnnn2C1c1ccccc1OC (centres undefined) | -16 | x | -12 | 10 | 1.2 | -12[20 µM] | -16 | -16 | 0
Cc1ccnc(NS(=O)(=O)c2ccc3c(c2)CCO3)c1 | -10 | 18 | -1 | -8 | -0.53 | -13 | 5 | 1 | 88*
NS(=O)(=O)c1cccc(NC(=O)CSc2nnc(-c3ccccc3F)n2C2CC2)c1 | -3 | 8 | 6 | -12 | 1.3 | -11 | 3 | -1 | 4
O=C(Nc1cccc([N+](=O)[O-])c1)Nc1ccc(Cl)cn1 | 12 | -22 | -10 | 7 | -0.07 | -10 | 8 | 0 | 4
O=C(C1CCCN(c2ncccn2)C1)N1CCc2ccccc21 (centres undefined) | -9 | -8 | -5 | -4 | -0.098 | -10 | -2 | -5 | 4
NS(=O)(=O)c1ccc(CNC(=O)C2(c3ccc(Cl)cc3)CC2)cc1 | -8 | -4 | -4 | -8 | -0.76 | -12 | -11 | -5 | 0
COc1ccc(CC(=O)N2CCN=C2SC)cc1 | -9 | 0 | -13 | -8 | 0.39 | -27 | 3[fluorescence artefact?] | -3 | 1
Cc1ccc(-c2ccc(/C=C(\C#N)C(=O)Nc3cc(C)nn3-c3ccccc3)o2)cc1 | -8 | -420 | -13 | 120* | x | -16 | 35[fluorescence artefact?] | -12 | -14
Cc1nc2nc(Cc3ccccc3)nn2c(C)c1Cl | -10 | -1 | -26 | -13 | 0.8 | -12[20 µM] | -6 | 5 | -4
N#CCCn1cnc2c(=S)nc[nH]c21 | -10 | 4 | 26 | 2 | 0.011 | 7[20 µM] | 1 | 2 | -2
Cc1cccn2c(CNCCSc3nccn3C)c(C(=O)N3CCCCC3)nc12 | -7 | -26 | 1 | -23 | 0.53 | -9 | 8 | 2 | -5
CC(C)Oc1ccc(CCc2n[nH]c(=S)n2Cc2ccccc2)cc1 | -9 | -15 | 7 | -14 | -0.35 | -21[20 µM] | 3 | -3 | -9
O=S(=O)(c1ccc(Cl)cc1)N1CCCN(c2ccc(C(F)(F)F)cn2)CC1 | 0 | 17 | -8 | -10 | -0.031 | -13 | 1 | -7 | 3
NC(=O)C1=C[C@H](c2ccc(C(F)(F)F)cc2)C[C@H](OCCCCO)O1 | -11 | -2 | 6 | -6 | 1.5 | -2 | -3 | -3 | 0
O=C(Nc1ccccc1)N1CCN(c2ncccn2)CC1 | -24 | 2 | -11 | -1 | 0.13 | -23[20 µM] | -15 | -6 | -7[fluorescence artefact?]
N#Cc1c(-c2cccnc2)cc(-c2ccccc2)nc1N | -5 | 11 | -13 | 5 | -0.6 | -51 | 11 | -1 | 11
Cc1c(NC2(c3nnnn3-c3ccc(Br)cc3)CCCCC2)c(=O)n(-c2ccccc2)n1C | -3 | 3 | 39 | 8 | -0.4 | -16[20 µM] | -23 | 14 | -5
O=C(CCCSc1ccccc1)Nc1nc(-c2ccccn2)cs1 | -5 | 1 | -9 | -13 | -1.7 | -10[20 µM] | -13 | -2 | 2
O=C(O)c1cccc(NC(=O)C2CC(=O)N(Cc3ccccc3)C2)c1 (centres undefined) | 6 | 5 | 5 | -8 | -0.58 | -20[20 µM] | 76* | -4 | -5[fluorescence artefact?]
Cc1cc(C)c(C)c(C(=O)C2OC(=O)C(C)(C)C(=O)C2(C)C)c1C (centres undefined) | -3 | 9 | -14 | -8 | -0.12 | -15 | 5[fluorescence artefact?] | -2 | -1[fluorescence artefact?]
CCc1ccc(NC(=O)N(CCN(C)C)C(C)c2cccnc2)cc1 (centres undefined) | 3 | -5 | 0 | -14 | -0.047 | -21 | 3 | 0 | 3[fluorescence artefact?]
OCCN(Cc1ccccc1)Cc1cccc(F)c1 | 11 | 3 | -17 | -4 | 0.00038 | -42[20 µM] | 45 | -5 | -3
COC(CNC(=O)CSCc1nc(-c2ccc(SC)cc2)oc1C)OC | -3 | 12 | 0 | 8 | -0.21 | -24 | -5 | 3 | 3
O=C(CCSCc1ccccc1Cl)NCc1ccco1 | -3 | -11 | 17 | 6 | -1.7 | -7 | -3 | 34 | -1
CCNC(=O)/N=C1/NC(=O)C(C(C)C)O1 (centres undefined) | -7 | -1 | -20 | -25 | -0.035 | -25 | -3 | 4 | 2
CSc1ccc(/C=N/NC(=O)CN2CCN(Cc3ccc(Cl)cc3)CC2)cc1 | 1 | -9 | 9 | 8 | 0.049 | -7 | 10 | -7 | -1
Cc1ccc([N+](=O)[O-])cc1S(=O)(=O)NCc1cccnc1 | -2 | x | -4 | -20 | -0.096 | -19 | 10 | -1 | -2
Cc1occc1-c1nnc(SCC(=O)NCCc2ccccc2)o1 | -9 | 5 | -4 | -21 | -1.5 | -1 | -3 | -4 | 6
CCCC(=O)NC(C)c1nc2ccccc2n1C (centres undefined) | -5 | 3 | 0 | -14 | 0.017 | -22 | 12 | -3 | 0
CN(C)c1ccc(CN(C(=O)C2COc3ccccc3O2)C2CCS(=O)(=O)C2)cc1 (centres undefined) | 1 | -2 | -4 | -6 | -0.35 | -25 | -4 | -1 | -2
O=C(c1cc2sccc2n1Cc1ccc(F)cc1)N1CCc2ccccc21 | -34 | -3 | -1 | -2 | 1.6 | -18[20 µM] | -13 | -5 | 0
O=C(Nc1cc(C(F)(F)F)ccc1Cl)C1CCN(c2nnc(-n3cccc3)s2)CC1 | 1 | 0 | -17 | -16 | 0.63 | -15 | 21 | 1 | 7
CCN(CCn1cccn1)C(=O)c1cc(COc2ccc(F)cc2Cl)on1 | 5 | -12 | -9 | -27 | -2 | -15 | -1 | -12 | 4
CC1CC(C)CN(CCCNC(=O)c2ccc3c(SCC(=O)O)c4c(nc3c2)CCC4)C1 (centres undefined) | 8 | -35 | 0 | -14 | -0.047 | -6 | 6 | -7 | 0
Cc1ccc(S(=O)(=O)N(C)C)cc1NC(=S)N(CCC#N)Cc1cccnc1 | -7 | 26 | -15 | -4 | 0.85 | -21 | -20 | -2 | 1
CN(C)CCNC(=O)Nc1cccc(Cl)c1Cl | -2 | -5 | -5 | 6 | 0.59 | -23[20 µM] | 0 | -3 | 1
COc1ccc(Cl)cc1C(=O)N(Cc1nc(-c2cccc(C)c2)no1)C(C)C | -11 | 5 | 6 | 10 | -0.0064 | -4 | -12 | -5 | 0[fluorescence artefact?]
CCOc1ccccc1C1C(C(=O)Nc2ccc(OC)cc2)=C(C)Nc2nc(CCCO)nn21 (centres undefined) | -2 | 4 | -3 | -1 | 1.3 | -9 | 9[fluorescence artefact?] | -5 | 2[fluorescence artefact?]
COc1ccc(C)cc1-n1nc2ccccc2n1 | -4 | -27 | -3 | -8 | -0.0047 | -17 | 2 | -5 | 4
COCCN(CCOC)Cc1cc(=O)oc2cc3c(cc12)CCC3 | -5 | -4 | -13 | -11 | 0.53 | -8 | 9 | -12 | 4
COc1cccc(/C=C/C(=O)Nc2ccc(OC)nc2)c1 | -23 | x | 3 | -14 | -0.77 | -19 | -17[fluorescence artefact?] | 4 | -6[fluorescence artefact?]
COc1ccc(C2C(C(=O)c3sc(C)nc3C)=C(O)C(=O)N2CCN(C)C)cc1OC (centres undefined) | -1 | -11 | 0 | -3 | 0.37 | -14[20 µM] | 9 | -10 | -1
O=C(CCCCCN1C(=O)c2ccccc2C1=O)NC1CCCC1 | -5 | -15 | -4 | -1 | 0.074 | -20 | 7 | 4 | -1
CC1CC(=O)Nc2ccccc2S1(=O)=O (centres undefined) | -5 | -2 | 32 | -12 | -0.21 | -18 | -15[fluorescence artefact?] | 20 | 0
COc1ccc(NC(=O)c2nnn(Cc3cccc(F)c3)c2N)c(OC)c1 | -5 | -2 | 0 | 12 | 0.45 | -7 | 7[fluorescence artefact?] | -2 | 5
CC(C)COc1ccc(-c2nnc(-c3ccco3)o2)cc1 | -3 | 3 | 7 | 1 | -0.0014 | -14 | -9 | -7 | 2
CC1CC(C)(C)NC(=S)N1CC(=O)N(C)Cc1ccccc1 (centres undefined) | -10 | -4 | 18 | 1 | 0.4 | -3 | 13[fluorescence artefact?] | 24 | 3
CCC(C)NCCCCOc1ccc(Br)cc1 (centres undefined) | -9 | -8 | 1 | -14 | 0.098 | -21 | 20 | -7 | 0
CCN(CC(=O)Nc1cccc(OC)c1)C(=O)C1CCN(C(=O)Nc2ccccc2)CC1 | 4 | 4 | 5 | -20 | -0.0091 | -26 | 28 | -2 | 9
Cc1ccc2[nH]c(=O)c(-c3nc4cc(C)ccn4c3NCc3ccco3)cc2c1 | 3 | 2 | -6 | 0 | 0.5 | -11 | 63 | 1 | -8

The list goes on:
structure | NCF1 inh | Rad51 HR inh | hK5 inh | EBV gp42 block | Cl transport mod | Furin inhibitor | 14-3-3 Bad PPI | Thrombin inh | eIF4E-4G inh
Cc1cccc(OCC(=O)Nc2ccc(N3CCN(C(=O)c4ccco4)CC3)cc2)c1 | -3 | -1 | 2 | 6 | -0.051 | -6[20 µM] | 8 | -3 | -1
Cc1cc(C)c(NC(=O)Cn2c(=O)n(-c3ccc(CC(=O)NCC4CCCO4)cc3)c(=O)c3ccccc32)c(C)c1 (centres undefined) | -6 | -9 | 6 | -15 | x | -16 | -13 | -3 | -3
CCc1cccc(NC(=O)Cn2c(=O)oc3cc(S(=O)(=O)N4CCOCC4)ccc32)c1 | -5 | 6 | 2 | 1 | x | -26 | 7 | -2 | 3
CN(C)C(=O)CSc1nnc(-c2ccncc2)n1Cc1ccco1 | 4 | 0 | 1 | 5 | -0.57 | -27 | -4 | 3 | -3
CCn1c(SCC(=O)c2c[nH]c3ccccc23)nnc1-c1cccs1 | -38 | -9 | -3 | -22 | 0.35 | 7[20 µM] | 9 | 4 | -7

Compound activity as filed in PubChem.

An unsorted share of the library; overall some 4.7% were active at least once.
